GRP78 ERSR act = qHTS for Inducers of the Endoplasmic Reticulum Stress Response (ERSR) in Human Glioma: qHTS. U87-MG GRP78 promoter luciferase reporter, 16 h. Potency, µM, inactives show at the highest dose activation, actives largely listed as activators. actives 0.02% (n = 420,000); also: potency is read from the fitted curve at half-maximal effect; series mostly up to about 76 µM; % of control where 0% means no effect; nearly all actives have a fitted effect of over 35% in size
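Stably transfected U87-MG glioma cells carrying a GRP78-based luciferase sensor; 16 h compound incubation. Luminescence end-point read 10 min after Bright-Glo addition at room temperature.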
TrxR1 substrate = qHTS Assay for Substrates of Mammalian Selenoprotein Thioredoxin Reductase 1 (TrxR1): qHTS | actives 0.01% (n = 390,000) | purified TrxR1 substrate turnover, NADPH consumption readout | Thioredoxin reductase 1, cytoplasmic (Rattus norvegicus), O89049 | AID 588456, 2011 | Potency, µM (series often up to 114 µM), for inactives: top-dose activity change, negative = substrate turnover; also: potency is read from the fitted curve at half-maximal effect; % is scaled to controls: 0 for no effect and ±100 for the full control effect; nearly all actives have a fitted effect of over 50% in size
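Rat TrxR1, dispensed at 90 nM, was prereduced with 400 uM NADPH (final) for 5 min at ~22 deg C, then incubated with compound 15 min before 400 uM selenite. A first-read NADPH fluorescence drop versus no-compound background flagged substrates.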
Vif-APOBEC3F blk = qHTS for Inhibitors of Vif-A3F Interactions: qHTS | HeLa A3F-eYFP + Vif (tagged APOBEC3F with the HIV-1 protein that degrades it), YFP fluorescence increase | Potency, µM (series often up to 46.1 µM), inactives show at the top dose activity, negative = active | actives 0.2% (n = 390,000); also: potency is read from the fitted curve at half-maximal effect; % of control where 0% means no effect; nearly all actives have a fitted effect of over 65% in size
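HeLa cells stably expressing Vif plus C-terminally eYFP-tagged A3F were seeded, incubated overnight at 37 deg C, dosed with compound, incubated overnight again at 37 deg C. Yellow fluorescence (Ex 488/Em 500-530) reported blocked Vif-mediated A3F-eYFP degradation.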
Vif-A3G inh = qHTS for Inhibitors of Vif-A3G Interactions: qHTS. DNA dC->dU-editing enzyme APOBEC-3G (Homo sapiens), Q9HC16. HeLa A3G-eYFP + Vif (tagged APOBEC3G with the HIV-1 protein that degrades it), YFP fluorescence, overnight. actives 0.076% (n = 410,000). Potency, µM (series often up to 46.1 µM), for the others: at the highest dose activity, negative = active, usual class: inhibitors;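 also: potency is read from the fitted curve at half-maximal effect; % is scaled to controls: 0 for no effect and ±100 for the full control effect; nearly all actives have a fitted effect of over 60% in size; hits raise eYFP signal because A3G escapes Vif-driven loss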
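HeLa cells stably expressing Vif and C-terminally eYFP-tagged A3G, seeded overnight at 37 deg C, then exposed to compound by pintool overnight at 37 deg C. Rise in yellow fluorescence (Ex 488/Em 500-530, Acumen) marks blocked Vif-driven A3G degradation.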
mIDH1 inhibitor = qHTS for Inhibitors of mutant isocitrate dehydrogenase 1 (IDH1): qHTS. Isocitrate dehydrogenase [NADP] cytoplasmic (Homo sapiens), O75874. IDH1-R132H enzyme, NADPH consumption, diaphorase/resazurin fluorescence. Potency, µM (top dose mostly 76.6 µM), for inactives: at the top dose activity change, negative = inhibition, most hits filed as inhibitors. actives 0.093% (n = 390,000); also: potency is read from the fitted curve at half-maximal effect; % is scaled to controls: 0 for no effect and ±100 for the full control effect; nearly all actives have a fitted effect of over 65% in size
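IDH1-R132H (0.5 ug/mL dispensed) in pH 7.5 Tris buffer was preincubated 30 min with compound, then given a substrate mix of 0.016 mM NADPH and 2 mM alpha-KG for 80 min at room temperature; remaining NADPH was read by diaphorase/resazurin fluorescence.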
PI4K2A block = qHTS for small molecular inhibitors of PI4K2A; Phosphatidylinositol 4-kinase type 2-alpha (Homo sapiens), Q9BTU6; activity change, negative = inhibition, % at 76.9 µM; purified PI4K2A, ADP-Glo luminescence, 1 h; hits give low values; actives 0.13% (n = 420,000); AID 1346378, 2018; in the data active = activity change below about -50%; inconclusive = mostly about -30% to -49%;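 also: -100% = wells without enzyme as full effect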
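Compounds are screened against recombinant PI4K2A using PI as substrate and ATP, the latter dispensed at 300 microM. Reactions run one hour at ambient temperature before ADP-Glo detection; full inhibition defined by wells lacking enzyme.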
LDHA inh = qHTS assay for inhibitors of human lactate dehydrogenase. actives 0.15% (n = 480,000). activity change, % (values are at about 110 or 230 µM). L-lactate dehydrogenase A chain (Homo sapiens), P00338. purified LDHA, NADH/diaphorase-resazurin fluorescence; hits give low values; in the data active = activity change below about -30%; inconclusive = mostly about -25% to -30%;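 also: plate controls were DMSO wells for no effect and wells without enzyme for full effect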
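Human LDH5 at 2 nM final in Tris HCl pH 7.4 with 0.06 mM NADH and 0.2 mM pyruvate, reacted 5 minutes at room temperature. Remaining NADH coupled via diaphorase/resazurin; resorufin fluorescence read at 0 and 20 minutes, normalized to enzyme-free and DMSO wells.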
USP1-UAF1 inh = Inhibitors of USP1/UAF1: Primary Screen. recombinant USP1/UAF1, Ub-Rhodamine cleavage fluorescence. Potency, µM (titrated, usually from 57.1 µM), for inactives: at the top dose activity change, negative = inhibition, most hits filed as inhibitors. actives 0.23% (n = 390,000). AID 743255, 2014; also: potency is read from the fitted curve at half-maximal effect; % is scaled to controls: 0 for no effect and ±100 for the full control effect; nearly all actives have a fitted effect of over 60% in size; inactives centre near -12
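USP1/UAF1 complex at 1 nM was preincubated with compound for 15 min at room temperature, then Ub-Rho substrate (150nM final) was added. Fluorescence (480/540 nm) was read kinetically, 6 reads every 60 seconds.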
RXFP1 agonist = qHTS Assay for Agonists of the Relaxin Receptor RXFP1. Relaxin receptor 1 (Homo sapiens), Q9HBX9. HEK293T-RXFP1 cAMP TR-FRET, 30 min; response scale: percent of porcine relaxin response, buffer zero. Potency, µM (top dose mostly 57.5 µM), for the others: at the highest dose activation, hits mostly activators. actives 0.3% (n = 370,000). AID 2676, 2010; also: potency is read from the fitted curve at half-maximal effect; % is scaled to controls: 0 for no effect and ±100 for the full control effect; nearly all actives have a fitted effect of over 60% in size; many of its hits are not listed in these tables
Target sequence (Q9HBX9 whole entry, looked up): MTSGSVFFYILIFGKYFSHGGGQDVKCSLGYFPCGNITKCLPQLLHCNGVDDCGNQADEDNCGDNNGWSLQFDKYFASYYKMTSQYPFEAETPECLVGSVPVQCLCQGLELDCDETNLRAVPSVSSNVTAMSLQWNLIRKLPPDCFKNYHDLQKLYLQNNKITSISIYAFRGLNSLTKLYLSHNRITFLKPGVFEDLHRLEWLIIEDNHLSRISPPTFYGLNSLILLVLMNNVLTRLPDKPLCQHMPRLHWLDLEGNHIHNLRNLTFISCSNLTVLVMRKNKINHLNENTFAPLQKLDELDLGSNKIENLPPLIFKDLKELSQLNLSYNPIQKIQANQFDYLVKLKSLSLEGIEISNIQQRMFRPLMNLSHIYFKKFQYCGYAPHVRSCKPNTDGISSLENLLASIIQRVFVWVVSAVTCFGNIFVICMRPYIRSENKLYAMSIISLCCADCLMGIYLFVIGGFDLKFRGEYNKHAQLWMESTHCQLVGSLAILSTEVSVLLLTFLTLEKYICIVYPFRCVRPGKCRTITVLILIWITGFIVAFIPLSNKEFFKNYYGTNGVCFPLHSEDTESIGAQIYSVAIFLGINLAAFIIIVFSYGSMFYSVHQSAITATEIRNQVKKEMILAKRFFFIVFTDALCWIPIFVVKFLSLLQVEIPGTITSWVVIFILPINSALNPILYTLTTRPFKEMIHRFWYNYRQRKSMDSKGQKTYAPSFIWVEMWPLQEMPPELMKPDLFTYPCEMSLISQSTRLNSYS
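HEK293 cells stably expressing RXFP1, treated 30 min at 37C with compounds plus PDE4 inhibitor Ro 20174; cAMP measured by HTRF TR-FRET. Normalized to buffer and 29 nM porcine relaxin; EC50 by Hill fit.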
* marks the source's active call; other numbers are inactive results; u = inconclusive; x = no result given; & = joins results of further samples; [ ] = another dose, or the depositor's remark. Unless noted, calls follow the shape of the dose curve; as a rule, active = well fitted curve in the direction sought with a large enough effect; inconclusive = small, poorly fitted or top-dose-only effect, or another doubt; inactive = no such curve, though single readings can be large; an effect the other way counts as inactive or inconclusive. These rows are one share of the data; the hit share may differ from the screen's.

SMILES	GRP78 ERSR act	TrxR1 substrate	Vif-APOBEC3F blk	Vif-A3G inh	mIDH1 inhibitor	PI4K2A block	LDHA inh	USP1-UAF1 inh	RXFP1 agonist
Cc1ccc(N(CC(=O)N2CCc3ccccc32)C2=NC(=O)CS2)cc1	1%	13%[57.1 µM]	8%	-4%	3%	-3	-1	-16%	1.6%
NC(=O)c1c(NC(=O)C(=O)N2CCOCC2)sc2c1CCCC2	u	13%[57.1 µM]	-4%	0%	3%	-5	0	-25%	2.2%
Cc1ccc(C(C(=O)NCc2ccco2)N(CCc2ccccc2)C(=O)Cn2nnc3ccccc32)o1 (configuration not stated)	-6%	2%[57.1 µM]	1%	-6%	-2%	4	-2	-19%	2.3%
COc1cc(C)ccc1OCCOCCOc1ccccc1[N+](=O)[O-]	2%	-16%	-6%	-6%	3%	-5	-3	-14%	0.1%
CCOc1ccc(NC(=O)CSc2nc3c(oc4ccccc43)c(=O)n2-c2cc(C)cc(C)c2)cc1	-1%	4%	2%	0%	-8%	-4	-8	-11%	-0.6%
Cc1noc(C)c1S(=O)(=O)N1CCC(C(=O)NCCCN2CC(C)CC(C)C2)CC1 (configuration not stated)	-5%	5%[57.1 µM]	-1%	-1%	-12%	-3	-5	-11%	0.2%
O=C(CCS(=O)(=O)c1cccc2nsnc12)NC1CCCCCC1	-5%	2%	5%	-1%	-9%	2	-10	-19%	5.4%
Cn1c(=O)cc(SCC(=O)N2CCCC2)c2ccccc21	2%	3%	3%	1%	7%	6	-1	-10%	5.8%
O=C(Cc1csc(NC(=O)Nc2cccc(Cl)c2)n1)NC1CCCC1	-2%	-6%	-2%	-1%	-3%	2	-5	-17%	-0.4%
CCCCCc1ccc(-c2cn(Cc3ccc(C(=O)c4ccccc4)cc3)nn2)cc1	1%&-3%	-2%[57.1 µM]	-9%	u	-1%	-1	1	-9%	-0.2%
COc1ccc(N(CC(=O)N2CCN(Cc3ccc4c(c3)OCO4)CC2)S(=O)(=O)c2ccc(F)cc2)cc1	0%	-3%	3%	1%	-2%	0	-6	-6%	0.5%
Cc1ccc(C)c(OCCn2ccnc2)c1	-4%	-4%	0%	0%	-7%	7	-13	-13%	2.4%
CCOC(=O)c1c(-c2ccc(Cl)cc2)cn2ccccc12	-3%	60%	-10%	0%	3%	-7	-4	-25%	-0.8%
Cc1ccc(C2C=C(c3ccccc3)Nc3nc(N4C(=O)CCC4=O)nn32)cc1 (configuration not stated)	-4%	37%[activator][57.1 µM]	-3%	-1%	0%	4	-1	u	9.3%
CC1CCC(NC(=S)NCCN(C)C)CC1 (configuration not stated)	5%	9%[57.1 µM]	6%	1%	3%	3	-11	-15%	3.3%
COc1c(Cl)ccc(Cl)c1C(=O)OCC(=O)O	-3%	-5%[57.1 µM]	-1%	1%	2%	5	5	-6%	3.0%
Cc1ccc2nc(-c3ccncc3)cc(C(=O)Nc3ccc4c(c3)OCCO4)c2c1	-8%	1%[57.1 µM]	-3%	u	-12%	3	-9	-8%	-0.6%
CCOC(=O)c1c(N)sc(C(=O)Nc2ccc3c(c2)OCO3)c1C	-16%	-14%	1%	0%	7%	u	1	-14%	1.3%
CC(=O)c1ccc(NS(=O)(=O)c2cc(-c3cnc(C4CC4)o3)ccc2C)cc1	-2%&-2%	1%	1%&-4%	u	-15%&7%	1&-1	-13&-5	u	3.2%&-0.1%
O=C(CSc1ncccc1-c1nc2ccccc2[nH]1)N1CCCCC1	-2%	14%	-3%	3%	8%	-4	-4	-12%	0.2%
O=C(Cn1ncc2c3ccccc3n(Cc3cccc(Cl)c3)c2c1=O)NCCCc1ccccc1	-3%	1%	-31%	-5%	29%	1	-18	u	5.1%
COc1ccc(C(C)(O)c2nc(-c3ccc(OC)c(OC)c3)cs2)cc1 (configuration not stated)	1%	x	x	3%	x	3	-1	x	x
COc1ccc(OC)c(-c2cc(C(=O)Nc3cc(C)on3)no2)c1	0%	100%[activator]	2%	-2%	2%	-3	-9	-11%	12%
C/C=C/C1=CC(=O)C[C@H](c2ccc(OC)c(OC)c2)C1	-5%	11%	2%	-6%	2%	-4	0	-15%	-2.2%
Cc1ccc(-c2nnc(SCC(=O)NCC3CCCO3)nc2-c2ccc(C)cc2)cc1 (configuration not stated)	-1%	-13%	-9%	-6%	-3%	3	-3	-13%	0.8%

In the list so far, these contain a Cl atom.
SMILES	GRP78 ERSR act	TrxR1 substrate	Vif-APOBEC3F blk	Vif-A3G inh	mIDH1 inhibitor	PI4K2A block	LDHA inh	USP1-UAF1 inh	RXFP1 agonist
O=C(Cc1csc(NC(=O)Nc2cccc(Cl)c2)n1)NC1CCCC1	-2%	-6%	-2%	-1%	-3%	2	-5	-17%	-0.4%
CCOC(=O)c1c(-c2ccc(Cl)cc2)cn2ccccc12	-3%	60%	-10%	0%	3%	-7	-4	-25%	-0.8%
COc1c(Cl)ccc(Cl)c1C(=O)OCC(=O)O	-3%	-5%[57.1 µM]	-1%	1%	2%	5	5	-6%	3.0%
O=C(Cn1ncc2c3ccccc3n(Cc3cccc(Cl)c3)c2c1=O)NCCCc1ccccc1	-3%	1%	-31%	-5%	29%	1	-18	u	5.1%

Additional results
SMILES	GRP78 ERSR act	TrxR1 substrate	Vif-APOBEC3F blk	Vif-A3G inh	mIDH1 inhibitor	PI4K2A block	LDHA inh	USP1-UAF1 inh	RXFP1 agonist
C[C@]12c3[nH]c4ccccc4c3CCN1C(=O)C(CC(=O)NCCN1CCOCC1)C[C@@H]2C(=O)N1CCCCC1 (some centres not stated)	0%	3%	1%	-3%	-13%	-5	5	-28%	x
CC(C)C12CN3CC(C(C)C)(CN(C1)C3c1ccccc1)C2O (configuration not stated)	-1%	7%	-1%	-1%	-5%	-3	2	u	-1.0%
COC(=O)c1c(-c2ccccc2)c(-c2ccccc2)nn(C)c1=O	-1%&-2%	-1%	0%&5%	7%&2%	9%&10%	3&1	-4&3	0%&69%	-0.6%&-0.7%
CC(=O)Nc1c(-c2ccc(F)cc2)nc2ccccn12	-4%	20%	1%	0%	-8%	0	-3	-22%	-0.3%
COc1cc(CO)ccc1OCc1ccc(Cl)nc1	-1%	11%[2.29 µM]	-8%	0%	7%	-6	-3	-10%	0.8%
O=C(NCc1ccccc1)/C(=C\c1ccc(F)cc1)NC(=O)c1ccco1	-3%	x	-1%	-2%	11%	5	-5	-16%	x
Cc1ccc(N2CC(c3nnc(Cc4ccc(F)cc4Cl)o3)CC2=O)cc1 (configuration not stated)	-1%	3%	1%	2%	8%	0	0	-6%	1.6%
Cc1ccc(Cl)cc1NC(=O)Cn1nc(-c2cccs2)ccc1=O	-2%	8%	-8%	8%	-13%	5	-11	u	1.5%
Cc1ccc(NC(=O)c2c(NC(=O)Cc3ccccc3)sc3c2CCCC3)cc1	-5%	13%	0%	-3%	4%	1	-10	-21%	-0.5%
Fc1ccccc1CSc1ncnc2c1ncn2C1CCCO1 (configuration not stated)	5%	9%[57.1 µM]	-4%	-6%	2%	3	-6	-7%	x
COc1ccccc1C(=O)NCCC(=O)N1CC(C)OC(C)C1 (configuration not stated)	-3%	-5%[57.1 µM]	-3%	1%	-8%	0	-2	-8%	x
O=C(CN1C(=O)C2CC=CCC2C1=O)N1CCN(c2ccc([N+](=O)[O-])cc2)CC1 (configuration not stated)	-5%	-11%	-2%	-2%	5%	-3	2	-8%	-1.1%
CC1=C(C(=O)N(C(C)C)C(C)C)CC(CC(=O)NC2CCCCC2)C(=O)N1CCCN1CCCC1=O (configuration not stated)	-4%	x	x	-4%	x	-4	-7	x	x
CCOC(=O)C1CCN(c2ncnc3c2c(-c2ccccc2)cn3-c2ccc(C)cc2)CC1	0%	-4%[57.1 µM]	-4%	1%	2%	6	-1	-10%	-0.2%
O=C(Nc1ccc(S(=O)(=O)N2CCOCC2)cc1)C1COc2ccccc2O1 (configuration not stated)	-2%	10%[57.1 µM]	-4%	-1%	-1%	0	-2	-20%	2.0%
Cc1ccc([C@@H]2CC(=O)[C@@H]3CN(S(=O)(=O)c4ccccc4C)[C@H](c4ccc(Cl)cc4)C[C@@H]3N2S(=O)(=O)c2ccc(C)cc2)cc1	-3%	x	-6%	2%	2%	-2	-5	-26%	x
Cn1c(=O)c2c(ncn2CC(=O)N2CCCc3ccccc32)n(C)c1=O	-2%	3%[57.1 µM]	6%	-1%	1%	-4	-2	1%	16%

Bioassay records as filed in PubChem BioAssay.
